OX1R FRET antag: antagonists of human orexin 1 receptor (OX1R). Orexin/Hypocretin receptor type 1 (Homo sapiens), O43613. OX1R-expressing cells, FRET antagonist read-out. inhibition, % at 6.6 µM. 330,000 tested, 1.8% active; in the data active = inhibition mostly above about 38%, no sharp cut-off; inactive = mostly below about 40%;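 note: 0% = agonist challenge alone and 100% = reference antagonist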
Target sequence (O43613 whole entry, looked up): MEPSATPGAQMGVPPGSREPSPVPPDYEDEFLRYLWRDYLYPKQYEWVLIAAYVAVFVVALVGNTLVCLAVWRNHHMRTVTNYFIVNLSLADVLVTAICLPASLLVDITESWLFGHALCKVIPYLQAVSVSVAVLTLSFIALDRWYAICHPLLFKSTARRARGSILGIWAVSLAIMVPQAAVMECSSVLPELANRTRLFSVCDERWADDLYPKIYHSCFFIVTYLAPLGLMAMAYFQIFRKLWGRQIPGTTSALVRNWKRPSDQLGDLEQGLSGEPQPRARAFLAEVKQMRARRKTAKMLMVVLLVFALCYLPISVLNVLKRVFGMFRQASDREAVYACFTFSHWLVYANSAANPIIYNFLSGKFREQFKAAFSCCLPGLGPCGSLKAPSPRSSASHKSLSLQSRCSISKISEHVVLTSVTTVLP
KCNQ2 block: KCNQ2 potassium channel inhibitors, primary screen, cell-based, CHO-K1, FluxOR thallium flux, B-score (AID 2156). B-score at 10 µM. 310,000 tested, 1.1% active. Potassium voltage-gated channel subfamily KQT member 2 (Rattus norvegicus), O88943. 20 min; hits give low values;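 active = fluorescence ratio B-score at most minus 3 library SDs, with starting brightness B-score within 2 library SDs, cut at about -5.5 in these data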
STK33 kinase inh: inhibitors of purified STK33 kinase, primary screen, biochemical, ADP-Glo luminescence, homogeneous, cell-free; 320,000 tested, 0.073% active; inhibition, % at 10 µM; Serine/threonine-protein kinase 33 (Homo sapiens), Q9BYT3; AID 2661, 2010; MBP phosphorylation;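 active = inhibition at or above 25%, using the most active replicate where run in duplicate; inactive = inhibition below 25%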
Target sequence (Q9BYT3 whole entry, looked up): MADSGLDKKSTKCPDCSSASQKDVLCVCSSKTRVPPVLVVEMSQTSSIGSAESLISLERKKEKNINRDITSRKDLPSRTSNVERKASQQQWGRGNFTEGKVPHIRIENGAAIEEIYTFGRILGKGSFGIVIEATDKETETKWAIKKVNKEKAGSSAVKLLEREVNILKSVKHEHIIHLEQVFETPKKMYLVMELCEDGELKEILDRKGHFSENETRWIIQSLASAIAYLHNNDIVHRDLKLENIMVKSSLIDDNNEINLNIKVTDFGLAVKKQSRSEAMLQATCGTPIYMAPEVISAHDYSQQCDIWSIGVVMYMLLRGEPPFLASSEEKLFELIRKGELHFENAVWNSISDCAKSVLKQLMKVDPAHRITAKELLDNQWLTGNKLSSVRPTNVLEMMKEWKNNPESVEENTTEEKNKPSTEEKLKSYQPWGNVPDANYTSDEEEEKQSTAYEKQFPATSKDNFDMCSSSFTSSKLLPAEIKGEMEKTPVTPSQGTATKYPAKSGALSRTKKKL
Numbers without * were called inactive; i = inactive; . = no result given; & = joins results of further samples. This is a subset; rates above refer to the full screens.

Every second line gives: KCNQ2 block | OX1R FRET antag | STK33 kinase inh
> Cc1ccc(S(=O)(=O)N2CCCC(C(=O)N3CCC4(CC3)OCCO4)C2)cc1 (stereo unspecified)
    i | 12 | -1.7
> CC1(C)CC(n2[nH]c(=O)c3c2NC(=O)CSC3c2ccccc2)CCO1 (stereo unspecified)
    i | 21 | 0.5
> O=C1CCCN1c1ccc(S(=O)(=O)O)cc1 (tested in a mixture with another compound)
    i | 2 | 0.2
> Cc1ccc(Cn2nc(C(=O)Nc3ccc(Br)cc3)cc2C)cc1
    i | 33 | 1.2
> O=C(O)c1ccccc1N=Nc1c(O)[nH]c(=O)[nH]c1=O
    i | 111* | -1.0
> Cc1c2cnn(CC(=O)N3CCC4(CC3)OCCO4)c(=O)c2c(C)n1Cc1ccc(F)cc1
    i | 21 | -1.6
> COC(=O)C1=C(c2ccc(OCc3ccccc3)cc2)C[C@@H]2CC[C@H]1N2C(=O)NCc1ccc([N+](=O)[O-])cc1
    . | 9 | 0.4
> CCN1C(=O)C(=Cc2cc(C)n(C3CC3)c2C)C(=O)N(CC)C1=S
    i | 11 | 1.7
> CCC[C@H](N[C@@H](CCC)[C@H](O)c1ccccc1)[C@H](O)c1ccccc1
    i | 11 | -19
> CN1CCC2(CC1)NC(=O)C1=C(CN(C)CC1)N2
    i | 22 | 0.2

Fetched by compound from the list above, 2 records:
Every second line gives: KCNQ2 block | OX1R FRET antag | STK33 kinase inh
> CC1(C)CC(n2[nH]c(=O)c3c2NC(=O)CSC3c2ccccc2)CCO1 (stereo unspecified)
    i | 21 | 0.5
> COC(=O)C1=C(c2ccc(OCc3ccccc3)cc2)C[C@@H]2CC[C@H]1N2C(=O)NCc1ccc([N+](=O)[O-])cc1
    . | 9 | 0.4

Other results follow.
Every second line gives: KCNQ2 block | OX1R FRET antag | STK33 kinase inh
> COc1ccc2c(c1OC)C(=O)OC2c1c(O)n(C2CCCCC2)c(=O)[nH]c1=O (stereo unspecified)
    i | 11 | -0.3
> COC(=O)C1=C(c2ccc(S(C)(=O)=O)cc2)C[C@@H]2CC[C@H]1N2C(=O)NCCCOC(C)C
    i | 8 | 1.5
> Fc1ccc2c(c1)nnn2C1CCN(Cc2nnnn2CCc2ccccc2)CC1
    i | 9 | -1.0
> O=C(Nc1cccc(OC(=O)N2CCCCC2)c1)N1CCOCC1
    i | 9 | -1.1
> CCCCNS(=O)(=O)c1ccc(OCC(=O)N2CCN(Cc3ccc4c(c3)OCO4)CC2)cc1
    i | 7 | -0.3
> COc1ccc(NP(=O)(Oc2cccc(C)c2)Oc2cccc(C)c2)cc1OC
    i | 5 | -1.2
> O=[N+]([O-])c1ccc(N2CCOCC2)c2cccnc12
    i | 71* | 0.0
> Cc1c(C=C2C(=O)NC(=O)NC2=O)c(=O)n(-c2ccccc2)n1C
    i | 13 | -0.4
> O=C(N/N=C/c1c(O)n(CCc2ccc(F)cc2)c(=O)[nH]c1=O)c1ccncc1
    i | 13 | 3.1
> CCOc1cc(CN2CCN(C(=O)Cc3ccccc3)CC2)ccc1OC
    i | 16 | -1.3

By substructure: the compounds so far containing sulfur.
Every second line gives: KCNQ2 block | OX1R FRET antag | STK33 kinase inh
> Cc1ccc(S(=O)(=O)N2CCCC(C(=O)N3CCC4(CC3)OCCO4)C2)cc1 (stereo unspecified)
    i | 12 | -1.7
> CC1(C)CC(n2[nH]c(=O)c3c2NC(=O)CSC3c2ccccc2)CCO1 (stereo unspecified)
    i | 21 | 0.5
> O=C1CCCN1c1ccc(S(=O)(=O)O)cc1 (tested in a mixture with another compound)
    i | 2 | 0.2
> CCN1C(=O)C(=Cc2cc(C)n(C3CC3)c2C)C(=O)N(CC)C1=S
    i | 11 | 1.7
> COC(=O)C1=C(c2ccc(S(C)(=O)=O)cc2)C[C@@H]2CC[C@H]1N2C(=O)NCCCOC(C)C
    i | 8 | 1.5
> CCCCNS(=O)(=O)c1ccc(OCC(=O)N2CCN(Cc3ccc4c(c3)OCO4)CC2)cc1
    i | 7 | -0.3

(continued)
Every second line gives: KCNQ2 block | OX1R FRET antag | STK33 kinase inh
> Cn1cc(Br)c(C(=O)Nc2ccc3c(C(F)(F)F)cc(=O)oc3c2)n1
    i | . | -0.3
> Cc1cccc(-n2c(O)c(/C=C/C=Nc3ccccc3)c(=O)[nH]c2=O)c1
    i | 6 | 1.3
> CC12CC[C@H]3[C@@H](CCC4(O)C[C@H](O)CCC34/C=N/NC(=O)c3ccc(O)cc3)C1(O)CCC2C1=CC(=O)OC1 (stereo partly specified)
    i | 2 | 1.5
> CC(C)OP(=O)(OC(C)C)C(O)c1ccc(Br)cc1 (stereo unspecified)
    i | 0 | 0.1
> CC(C)=CCSc1nnc([C@@H](N)Cc2c[nH]c3ccccc23)o1
    i | 13 | 0.3
> CC(=O)c1cccc(OCC(O)CN2CC=C(c3ccccc3)CC2)c1 (stereo unspecified)
    i | 20 | -0.8
> Cc1ccc(N2C(=O)NC(=O)/C(=C/c3ccc(-c4ccc(C(=O)O)c(Cl)c4)o3)C2=O)cc1
    i | 20 | 6.3
> O=c1[nH]c(O)c(N=Nc2ccc(S(=O)(=O)N3CCOCC3)cc2)c(=O)[nH]1
    i | 44 | -0.7
> CCOP(=S)(OCC)N1CCOCCOCCN(P(=S)(OCC)OCC)CCOCCOCC1
    i | 16 | -0.8
> O=C1NC(=O)N(Cc2ccco2)C(=O)/C1=C/c1cccn1CCOc1ccccc1Cl
    i | 6 | -0.4
> CC/C(=N\N1CCCCCC1)c1c(O)n(-c2ccccc2C)c(=O)[nH]c1=O
    i | 14 | -0.8
> C=C1N2CCC(CC2)C1(O)c1ccccc1C (stereo unspecified)
    . | 18 | -1.2
> CCN1CCC(O)(c2ccccc2)C(C(=O)c2ccccc2)C1 (stereo unspecified)
    i | 14 | 0.0
> O=c1cccc2n1CC1CC2CN(S(=O)(=O)c2ccccc2)C1 (stereo unspecified)
    i | 11 | -2.0
> Cc1nc2ccccc2c(=O)n1-c1ccc(F)cc1F
    i | 14 | 0.5
> O=C(C(=O)N1CCOCC1)c1cn(Cc2ccccc2Cl)c2ccccc12
    i | 7 | -0.9
> COc1cc(C(=O)OC2C[C@H]3CC[C@@H](C2)N3C)ccc1O (stereo partly specified)
    i | . | -0.4
> CCC(CO)Nc1ccc([N+](=O)[O-])c2cccnc12 (stereo unspecified)
    i | 38 | 1.5
> Cc1cc(C(=O)Nc2ccc3c(c2)OCCO3)nn1C(C)(C)C
    i | 13 | -0.1
> c1ccc(CC(NCc2ccco2)c2ccccc2)cc1 (stereo unspecified)
    i | 46 | -2.2
> CC(=O)CC(=O)C1C(=O)N(C)C(=O)N(C)C1=O
    i | 10 | -0.4
> NC(N)=Nc1ccc2[nH]c3c(c2c1)C[C@@]1(O)[C@H]2Cc4ccc(O)c5c4[C@@]1(CCN2CC1CC1)[C@H]3O5
    . | 12 | -0.9
> O=C(CCCc1ccccc1)NCCc1cnc[nH]1
    i | -2 | -0.7
> CC(=NCCC1=CCCCC1)c1c(O)n(-c2ccccc2)c(=O)[nH]c1=O
    i | 6 | -1.8
> CCOP(=O)(OCC)C(O)c1ccc(OC)c(OC)c1 (stereo unspecified)
    i | 18 | -1.4
> COc1cc(C=C2C(=O)NC(=O)NC2=O)ccc1OS(=O)(=O)c1ccccc1[N+](=O)[O-]
    i | 29 | 1.7
> CNC(=O)c1cccn(Cc2cc(C(F)(F)F)cc(C(F)(F)F)c2)c1=O
    i | 23 | 0.3
> CCN1CCN(Cc2cc(C(C)(C)C)c(O)c(C(C)(C)C)c2)CC1
    i | 6 | -1.5
> COc1ccc(C(=O)NC(=S)N2C[C@H]3C[C@H](C2)c2cccc(=O)n2C3)cc1
    i | -1 | -0.4
> CCOc1cc(CNCCc2ccccc2F)ccc1OC
    i | -6 | -1.2
> COc1ccc(C(C)=O)cc1CC(C(=O)c1ccc(C)c(C)c1)N(C)C (stereo unspecified)
    i | 15 | -0.8
> COC(=O)C1=C(c2cccc(OCc3ccccc3)c2)C[C@@H]2CC[C@H]1N2C(=O)NCCCOC(C)C
    . | 7 | 0.8
> CCCCn1c(NC(=O)c2ccco2)c(C(=O)OCC)c2nc3ccccc3nc21
    i | 20 | 2.5
> CCN(CC)c1ccc(N=Cc2c(O)n(Cc3ccccc3)c(=O)[nH]c2=O)cc1
    i | 5&6 | -2.1&-2.5
> CCc1ccc(C2=NN(CCC(=O)N3CCC4(CC3)OCCO4)C(=O)CC2)cc1
    i | 19 | -0.7
> Cc1ccc(-c2nc3ccccc3c(=O)n2-c2ncccc2C)cc1
    i | 19 | 3.1
> CCC(CO)(C(=O)OC1CC2CCC(C1)N2C)c1ccccc1 (stereo unspecified)
    i | 11 | -0.8
> O=C(COc1ccc(S(=O)(=O)N2CCOCC2)cc1)N1CCN(Cc2ccc3c(c2)OCO3)CC1
    i | 2 | 0.4
> Cc1cc(C(=O)CS(=O)(=O)c2ccccc2)cc(C)c1OC(=O)N(C)C
    i | 10 | -0.7
> COc1ccc(NC(=O)CN(C)C(=O)CSC(c2ccccc2)c2ccccc2)cc1
    . | 9 | -0.8
> CCCCN1C(=O)NC(=O)C2(Cc3ccccc3N3CCOCC32)C1=O (stereo unspecified)
    i | 4 | 1.1
> Brc1ccc(Oc2cc(Br)c(Br)cc2Br)c(Br)c1
    . | 14 | 0.0
> O=C(/C=C/c1c[nH]c2ccccc12)c1c(O)n(CCc2ccccc2)c(=O)[nH]c1=O
    i | 10 | -1.4
> CCCC(=O)C1C(=O)NC(=O)NC1=O
    i | 17 | -0.8
> COc1cccc(CNC2CN3CCC2CC3)c1OC (stereo unspecified)
    i | -1 | 1.4
> Cc1ccc(OCC(=O)N2CCCC(N3CCN(c4ccc(F)cc4)CC3)C2)cc1 (stereo unspecified)
    i | 10 | -0.8
> OC(CCNCCc1c[nH]c2ccccc12)C(F)(F)F (stereo unspecified)
    i | 19 | -0.5
> CC(C)NS(=O)(=O)c1ccc(OCC(=O)N2CCN(Cc3ccccc3)CC2)cc1
    i | 28 | -1.4
> CNC(C(=O)c1ccccc1)C(OC(C)=O)c1cccc([N+](=O)[O-])c1 (stereo unspecified)
    i | 9 | -2.7
> O=C(Nc1ccc(OC(=O)N2CCCCC2)cc1)N1CCOCC1
    i | 6 | -2.2

Other records:
Every second line gives: KCNQ2 block | OX1R FRET antag | STK33 kinase inh
> CCC(=NC1CCN(Cc2ccccc2)CC1)c1c(O)[nH]c(=O)[nH]c1=O
    i | 7 | -0.4
> COc1ccccc1C1C([N+](=O)[O-])=C(N)Oc2c1c(=O)oc1ccccc21 (stereo unspecified)
    i | 15 | 0.4
> COC(=O)C(O)(c1ccc(NC(=O)c2ccco2)c(OC)c1)C(F)(F)F (stereo unspecified)
    i | 10 | 2.3
> CCOC(=O)CNC(=S)N1CC2C[C@@H](C1)Cn1c2cccc1=O
    i | 4 | -0.8
> NC1CCCCC1N=Cc1c(O)n(Cc2ccc(F)cc2)c(=O)[nH]c1=O (stereo unspecified)
    i | 13 | -0.3
> COC(=O)C1=C(c2ccc(-c3ccccc3)c(F)c2)C[C@@H]2CC[C@H]1N2C(=O)N1CCOCC1
    . | 12 | 0.0
> CC1CCN(C(=O)C(C)Cl)CC1 (stereo unspecified)
    i | 2 | -0.1
> C[N+]1(C)C2CCC1CC(OC(=O)c1c[nH]c3ccccc13)C2 (stereo unspecified)
    . | 4 | 0.0
> COc1cc(N2CCOCC2)ccc1C=C1C(=O)NC(=O)NC1=O
    i | 5 | -0.3
> CN1CC[C@@]23CCCC[C@@H]2[C@@H]1Cc1ccc(O)cc13
    i | 11 | -2.1
> COc1ccc(C2C(C#N)=C(N)Oc3c2c(=O)oc2ccccc32)cc1Cn1cc([N+](=O)[O-])cn1 (stereo unspecified)
    i | 34 | -1.5
> CCc1ccc(NC2=NCCCS2)cc1
    i | 26 | 0.6
> O=c1[nH]c(=O)n(Cc2ccccc2)c(O)c1C=Nc1ccc(CN2CCOCC2)cc1
    i | 22 | -0.8
> NCCNc1ccc([N+](=O)[O-])c2cccnc12
    i | 73 | 3.1
> CCCCOCCCN1C(C)=CC(=C2C(=O)NC(=S)NC2=O)C=C1C
    i | 8 | -0.6
> CC1CCCCN1CC(=O)c1ccc2cc[nH]c2c1 (stereo unspecified)
    i | 7 | 0.8
> CCOc1ccc(-n2c(O)c(/C=C3\C=Nc4ccccc43)c(=O)[nH]c2=O)cc1
    i | 11 | 1.0
> Cn1c(O)c(C=NC2CCCCCC2)c(=O)[nH]c1=S
    i | 3 | -1.2
> Cc1nc2ccccc2c(=O)n1-c1cccc(O)c1
    i | 11 | -0.3
> COC(=O)C(O)(c1ccc2c(c1)CCCN2)C(F)(F)F (stereo unspecified)
    i | 15 | 0.9
> Cc1ccccc1-n1c(O)c(/C=N/Nc2nc3c(c(=O)n(C)c(=O)n3C)n2C)c(=O)[nH]c1=S
    i | 15 | -2.9
> CC[n+]1c(/C=C/C=C/c2ccc(N(C)C)cc2)sc2ccccc21
    -7.9* | 75* | 7.2
> S=C1CN=C(c2ccccc2Cl)c2cc(Cl)ccc2N1
    i | 22 | -1.4
> CCCNS(=O)(=O)c1ccc(OCC(=O)N2CCN(Cc3ccc4c(c3)OCO4)CC2)cc1
    i | 4 | -0.7
> CC(C)C(C)(NC(=O)c1cccn(Cc2ccc3c(c2)OC(F)(F)O3)c1=O)C(N)=O (stereo unspecified)
    i | 3 | -0.9
> CNCC(O)c1cc(F)c(OCc2ccccc2)c(OCc2ccccc2)c1F (stereo unspecified)
    i | 25 | -0.7
> Nc1c(C(=O)NCc2ccco2)c2nc3ccccc3nc2n1CCN1CCCCC1
    i | 12 | -0.8
> CC(C)NC(=O)Cn1cc(C(=O)c2ccccc2)c2ccccc21
    i | . | -1.7
> COC(=O)C(O)(c1ccc(N(C)C(=O)c2cccs2)cc1)C(F)(F)F (stereo unspecified)
    i | 19 | -0.6
> O=C1N(c2ccccc2)C(c2cccnc2)N2CCCN12 (stereo unspecified)
    i | 26 | -1.6
